TDP-43 yeast inh = TDP-43 toxicity inhibition in yeast; TDP-43 expressing yeast growth rescue, BacTiter-Glo, 24 h; Potency, µM (series often up to 46.1 µM), for the others: top-dose growth rescue (activation), most hits filed as activators; 1.8% of 410,000 active; further: % of control where 0% means no effect; nearly all actives have a fitted effect of over 50% in size
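Cell-based yeast growth screen: TDP-43 expression induced in galactose, inoculum OD600=0.02 after raffinose pregrowth to mid-log. Read-out BacTiter-Glo luminescence at 24 hr, 30 deg C; inhibition of toxicity seen as signal increase.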
HEK293 tox = cytotoxicity in counter-screen for GLP-1R inverse agonists. HEK293 cAMP-luciferase reporter cells, luminescence, 24 h. Potency, µM (top dose mostly 38.3 µM), for the others: at the top dose activity change, negative = inhibition, usual class: inhibitors. 0.13% of 410,000 active;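 further: loss of luciferase light is scored as toxicity; on the % scale 0 is the no-effect control and ±100 the full control effect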
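Quantitative HTS format, 1536 wells, 200 cells/uL seeded. Compounds: 23 nL, 24 h, 37 °C. Detection: luciferase reagent, luminescence at 12 min RT; decreased signal taken as cytotoxic.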
HT1080 IDH1KD tx = kills HT-1080 cells with IDH1 knockdown. HT-1080 IDH1 knockdown viability, ATP luminescence, 48 h. Potency, µM (series often up to 46.1 µM), for the others: at the highest dose activity, negative = toxicity, hits mostly cytotoxic. 2% of 360,000 active. AID 686971;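 further: 0% = DMSO wells and -100% = cell-free medium wells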
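% activity derives from luminescence (CellTiter-Glo), normalised to DMSO and no-cell wells. HT-1080-IDH1KD cells, 750/well, had 48 h compound exposure at 37 °C.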
HT1080NT lethal = kills 2HG-producing HT-1080-NT fibrosarcoma cells; 1.6% of 360,000 active; AID 686970; Potency, µM (highest dose often 46.1 µM), for the others: at the highest dose activity, negative = less viability, hits mostly cytotoxic; HT-1080-NT fibrosarcoma viability, CellTiter-Glo ATP luminescence, 48 h;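 further: NT is the 2HG producing partner of a matched IDH1 knockdown line; 0% = DMSO-treated cells and -100% = media-only wells without cells; nearly all actives have a fitted effect of over 55% in size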
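Read-out is CellTiter-Glo luminescence after 10 minutes at room temperature, following 48 hours' compound treatment of HT-1080-NT cells (750 cells/well, RPMI, 5% FBS, 37 degrees C).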
KB-V1 MDR tox = KB-V1 MDR subline cytotoxicity | KB-V1 MDR cells viability, CellTiter-Glo, 72 h | 3.4% of 400,000 active | Potency, µM (titrated, usually from 46.1 µM), for the others: top-dose activity change, negative = cytotoxicity, actives largely listed as cytotoxic; further: on the % scale 0 is the no-effect control and ±100 the full control effect; nearly all actives have a fitted effect of over 60% in size
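KB-V1 cells (P-gp-expressing MDR subline of KB-3-1) in phenol-red-free DMEM with 10% FBS were exposed to library compounds over a concentration series for 72 h at 37 degrees C. Viability read by CellTiter-Glo luminescence; concentration-effect curves fitted after normalization.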
KB-3-1 cytotox = KB-3-1 parental cell cytotoxicity | AID 1347075 | KB-3-1 viability, CellTiter-Glo ATP luminescence, 72 h | 1.4% of 400,000 active | Potency, µM (top dose mostly 46.1 µM), for inactives: top-dose activity change, negative = cytotoxic, usual class: cytotoxic; further: on the % scale 0 is the no-effect control and ±100 the full control effect; nearly all actives have a fitted effect of over 60% in size
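Here the drug-naive KB-3-1 line serves as comparator for MDR sub-line selectivity; cells received compound titrations, 72 h at 37 °C, then CellTiter-Glo readout.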
GLP-1R inv ag = GLP-1 receptor (human) inverse agonism | P43220 | HEK293 GLP-1R CRE-luciferase, luminescence, 24 h; GLP-1R form is constitutively active | 1.6% of 410,000 active | Potency, µM (top dose mostly 38.3 µM), for the others: at the highest dose activity change, negative = inhibition, actives largely listed as inhibitors | AID 624417; further: on the % scale 0 is the no-effect control and ±100 the full control effect; nearly all actives have a fitted effect of over 55% in size
Target sequence (P43220 whole entry, looked up): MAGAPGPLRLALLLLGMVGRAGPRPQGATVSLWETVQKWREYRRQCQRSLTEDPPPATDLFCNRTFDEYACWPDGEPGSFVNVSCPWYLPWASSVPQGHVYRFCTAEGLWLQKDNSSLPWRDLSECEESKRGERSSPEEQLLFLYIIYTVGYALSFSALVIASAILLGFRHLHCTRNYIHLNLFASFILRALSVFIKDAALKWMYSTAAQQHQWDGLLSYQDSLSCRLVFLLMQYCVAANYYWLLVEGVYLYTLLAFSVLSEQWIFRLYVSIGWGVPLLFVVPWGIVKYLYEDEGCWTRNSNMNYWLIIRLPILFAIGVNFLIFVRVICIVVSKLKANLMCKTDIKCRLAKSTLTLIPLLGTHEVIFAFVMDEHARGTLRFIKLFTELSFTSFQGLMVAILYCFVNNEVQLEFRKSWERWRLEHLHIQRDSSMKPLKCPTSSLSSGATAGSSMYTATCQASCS
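Readout was luciferase luminescence, measured 12 min after detection reagent at room temperature. Beforehand, GLP-1R reporter HEK293 cells had sat 12 h, then received compounds for 24 hr at 37 deg C.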
SW480 rereplic = inducers of DNA re-replication in SW480 colon cancer cells; SW480 DNA re-replication, Hoechst DNA content imaging, 48 h; Potency, µM (doses to about 46.1 µM), inactives show at the top dose re-replication activation, most hits filed as activators; 1.8% of 340,000 active; AID 624297; further: % of control where 0% means no effect; nearly all actives have a fitted effect of over 55% in size
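Readout is total intensity of Hoechst-stained nuclei, excited at 405 nm and collected at 500-530 nm. Compound treatment lasted 48 hr at 37 C in 5% CO2 before staining.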
GLP-1R agonist = GLP-1 receptor (human) agonism. HEK293 GLP-1R CRE-luciferase, luminescence, 4-6 h; cells express a hypersensitive GLP-1R form. Potency, µM (top dose mostly 45.6 µM), for the others: at the highest dose activation, usual class: activators. 0.007% of 380,000 active. AID 624172; further: % of control where 0% means no effect
Starred values were filed as active, the others as inactive; ? = inconclusive; . = no result given; & = joins results of further samples; [ ] = dose if it differs, or a comment. The call rests on the fitted dose curve; in most records, active means well fitted curve in the direction sought with a large enough effect; inconclusive means small, poorly fitted or top-dose-only effect, or another doubt; inactive means no such curve, though single readings can be large; an effect the other way counts as inactive or inconclusive. Potency means the concentration at half of the fitted maximal effect. Compounds as they come, and some 9.4% of all compounds hit somewhere here.

SMILES	TDP-43 yeast inh	HEK293 tox	HT1080 IDH1KD tx	HT1080NT lethal	KB-V1 MDR tox	KB-3-1 cytotox	GLP-1R inv ag	SW480 rereplic	GLP-1R agonist
CCCCCC1CC(=O)C=C(C)C1C(=O)OC (stereo not drawn)	-12%	4%	16%	20%	5%	-16%	-10%	-1%	19%
CN(C)Cc1ccccc1C(O)(c1ccccc1)c1ccccc1	16%	-6%	-10%	?	-5%	-23%	?	-1%	2%
CCOCCc1nnc(NC(=O)COC)s1	-17%	5%	5%	-1%	18%	15%	-1%	15%	-5%
COC(=O)c1ccc(COc2ccc(F)cc2)o1	23%	-5%	19%	29%	?	6%	4%	-6%	19%
CCOc1ccccc1-c1ccc2nccn2c1	13%	2%	3%	-4%	2%	0%	9%	.	-7%
COC(=O)c1ccc(C(=O)OC)c(NC(=S)N2CCC(C(N)=O)CC2)c1	-7%	-13%	16%	22%	1%	-4%	7%	-40%[inhibitor]	-4%
CC(C)(C)[C@@H]1C=C(C(=O)Nc2ccccc2)O[C@H](OCc2ccc(CO)cc2)C1	9%	-22%	-9%	-13%	0%	0%	?	13%	-2%
CCN(CC)c1ccc(N=CN2CCOCC2)cc1	-7%	-3%	4%	0%	-2%	2%	8%	2%	3%
COc1ccccc1N1CCN(/N=C\c2ccccc2)CC1	4%	-8%	18%	22%	3%	0%	6%	-11%	11%
O=C(c1cccc(Cl)c1)N1CCC2CC1c1cc(N3CCOCC3)ccc12 (stereo not drawn)	16%	2%	3%	8%	0%	0%	4%	-49%[inhibitor]	-2%
CC(C)(C)n1nnnc1C(c1cccs1)N(Cc1ccccc1)Cc1ccco1 (stereo not drawn)	-18%	12%	-21%	-2%	0%	?	?	2%[9.22 µM]	-19%
C=CCn1c(SCc2cccc(F)c2)nc2cc(C(=O)N3CCC(C(N)=O)CC3)ccc2c1=O	5%	?	-5%	-5%	?	?	?	-65%[inhibitor]	4%
CN(C)c1ccc(CNC(=O)CCc2ccc(S(=O)(=O)N3CCCCCC3)cc2)cc1	-7%	-8%	-6%	-15%	-20%	-7%	11µM*	-53%[inhibitor]	21%
O=C(N/N=C\c1cccs1)c1ccccc1-n1cccc1	?	13%	0%	-2%	0%	4%	-15%	-13%	1%
COc1cc(NC(=O)CCCOc2cc(=O)n(C)c3ccccc23)cc(OC)c1OC	9%	7%	.	.	28%	-10%	4%	.	.
c1ccc2c(Nc3nnc(-c4ccncc4)s3)cccc2c1	11%	-5%	-7%	4%	15µM*	-1%	89%[activator]	-1%	13%
Cc1ccc(NC(=O)Cc2c(Cl)cccc2Cl)cc1S(=O)(=O)N(C)C	4%	-21%	?	-8%	?	-4%	?	.	-1%
CC(C)(C)NC(=O)C(=O)NNC(=O)C12CC3CC(CC(C3)C1)C2	-16%	139%[activator]	-8%	-5%	7%	-8%	12%	-9%	3%
CCOC(=O)N1CCN(C(=O)C2CCN(S(=O)(=O)c3ccc(NC(C)=O)cc3)CC2)CC1	14%	-1%	0%	0%	0%	15%	16%	0%	-3%
CCCS(=O)(=O)NC(=O)C1(C)CCN(C(=O)c2cc(C)n(C(C)(C)C)n2)C1 (stereo not drawn)	20%	17%	27%	3%	3%	0%	19%	.	-3%
CCc1ccccc1N(C(C)=O)c1nc(CCl)cs1	13%	2%	13%	4%	3%	-2%	19%	0%	-5%
Cc1ccc2c(c1)[C@H]1[C@H](CO2)[C@H](c2ccccc2)[C@]2(C)C(=O)Nc3cc(Cl)ccc3C(=O)N12	-9%	-25%	?	?	?	?	-2%	?	4%
Cc1c(NC(=O)C(=O)/C=C(\O)c2ccc(Cl)cc2)c(=O)n(-c2ccccc2)n1C	-62%[inhibitor]	72%[activator]	-4%	-2%	?	0%	2%	1%	-1%
COc1ccccc1CCNC(=O)CSCC(=O)Nc1ccccc1F	20%	2%	-9%	7%	-24%	-6%	14%	.	4%
O=C1CC(N(CCc2ccccc2)C(=S)Nc2ccccc2)C(=O)N1c1ccccc1 (stereo not drawn)	-3%	-21%	?	?	16µM*	-24%	?	?	-34%[inhibitor]

Some of the entries above in another layout:
| smiles | TDP-43 yeast inh | HEK293 tox | HT1080 IDH1KD tx | HT1080NT lethal | KB-V1 MDR tox | KB-3-1 cytotox | GLP-1R inv ag | SW480 rereplic | GLP-1R agonist |
| --- | --- | --- | --- | --- | --- | --- | --- | --- | --- |
| CN(C)Cc1ccccc1C(O)(c1ccccc1)c1ccccc1 | 16% | -6% | -10% | ? | -5% | -23% | ? | -1% | 2% |
| CCOCCc1nnc(NC(=O)COC)s1 | -17% | 5% | 5% | -1% | 18% | 15% | -1% | 15% | -5% |
| COC(=O)c1ccc(COc2ccc(F)cc2)o1 | 23% | -5% | 19% | 29% | ? | 6% | 4% | -6% | 19% |
| CCOc1ccccc1-c1ccc2nccn2c1 | 13% | 2% | 3% | -4% | 2% | 0% | 9% | . | -7% |

Additional compounds follow.
SMILES	TDP-43 yeast inh	HEK293 tox	HT1080 IDH1KD tx	HT1080NT lethal	KB-V1 MDR tox	KB-3-1 cytotox	GLP-1R inv ag	SW480 rereplic	GLP-1R agonist
Cc1cc(Br)ccc1SCC(=O)NNC(=O)c1ccco1	20%	7%	-1%	3%	25%	15%	-1%	-9%	0%
CC(C)N1CCc2c(sc(NC(=O)c3ccc(S(=O)(=O)N(C)CC4CCCO4)cc3)c2C(N)=O)C1 (stereo not drawn)	13%	-11%	0%	1%	12%	8%	-14%	9%	0%
O=C(CSc1nnc(NC(=O)c2c(F)cccc2F)s1)NC1CC1	4%	0%	0%	-15%	14%	-3%	5%	-5%	0%
CCOc1cc(C)c(Cl)cc1S(=O)(=O)NCCOC	19%	0%	17%	0%	16%	-2%	6%	229%	-1%
CCOC(=O)C1=C(C)NC2=C(C(=O)C(C(=O)OC)C(C)C2)C1c1ccc(OC)c(O)c1 (stereo not drawn)	-4%	4%	0%	5%	6%	14%	5%	-4%	-3%
Cc1cc(C)cc(-n2c(C)cc(C(=O)C(=O)Nc3nnc(C)s3)c2C)c1	-10%	1%	.	.	2%	-4%	-8%	.	.
COc1cccc(CN2CCN(Cc3ccc(C)o3)CC2CCO)c1 (stereo not drawn)	7%	5%	12%	10%	-11%	1%	-3%	-5%	-5%
COc1ccc(S(=O)(=O)Nc2cccc3c2O[C@H](CN(C)S(=O)(=O)c2ccc(F)cc2)[C@H](C)CN([C@H](C)CO)C3=O)cc1	-6%	7%	6%	?	-3%	21%	-4%	-8%	-8%
CC(C)CCOc1ccc(C(=O)Nc2cc(S(=O)(=O)N3CCOCC3)ccc2N2CCOCC2)cc1	1%	-8%	-2%	1%	?	-16%	-11%	.	-1%
COc1cc(NC(=O)c2cccnc2SC)cc(OC)c1	16%	6%	11%	6%	-20%	22%	5%	0%	5%
Cc1ccc(S(=O)(=O)N/N=C2/CC(c3ccccc3)Oc3ccccc32)cc1 (stereo not drawn)	-4%	4%	-30%	-14%	-3%	-21%	?	22%	-1%
COC(=O)c1ccc(NC(=O)CN2CCCC2)cc1	6%	-18%	0%	-1%	1%	10%	2%	2%	-5%
O=C(Cc1coc2ccc3ccccc3c12)NC1CCCc2ccccc21 (stereo not drawn)	21%	-3%	?	?	-15%	-2%	?	5%	17%
CC(=O)Nc1ccc(NC(=O)CCNS(=O)(=O)c2cccc3nsnc23)cc1	-13%&3%	-7%&-1%	5%	2%	2%&-4%	9%&2%	22%&8%	-15%	11%&0%
COCCCn1c(Cc2csc(Nc3ccccc3)n2)nnc1SCC(N)=O	-6%	-14%	8%	10%	2%	12%	6%	1%	-6%
COc1cc(OC)c(S(=O)(=O)Nc2ccccc2N2CCCCC2)cc1NC(C)=O	2%	2%	0%	-2%	-8%	-2%	-3%	0%	2%
COc1ccc(OC)c(CCNC(=O)c2cnn(-c3ccccc3)c2C2CCN(C(=O)OC(C)(C)C)CC2)c1	14%	-25%	.	.	-8%	-17%	?	.	.
COc1ccccc1C(=O)NCC(=O)N1CCN(S(=O)(=O)c2ccc3c(c2)OCCO3)CC1	-11%	-2%	13%	15%	8%	5%	-12%	-8%	8%
O=C(NC(CSSCC(NC(=O)c1ccccc1)C(=O)O)C(=O)O)c1ccccc1 (stereo not drawn)	18%	-10%	8%	9%	0%	0%	24%	-6%	-4%
CCOc1ccccc1OCC(=O)Nc1nnc(C)s1	-14%	-16%	-4%	-21%	-11%	-2%	10%	-2%	0%
COc1ccc(S(=O)(=O)N2CCC3(CC2)CC(=O)c2ccccc2O3)cc1	13%	-2%	2%	4%	-8%	7%	1%	2%	1%
CCc1nc2c(OCc3cccc(Cl)c3)cccn2c1N(C)C(=O)c1ccncc1	6%	2%	-11%	13%	?	1%	16%	.	-6%
Cc1cccc(N2CCN(C(=O)c3cc4c(=O)[nH]c5ccccc5c4n3C)CC2)c1C	12%	13%	4%	4%	?	-10%	-12%	3%	14%
COc1cccc(/C(O)=C2\C(=O)C(=O)N(c3ccccn3)C2c2cccc(OC)c2OC)c1 (stereo not drawn)	-26%	-13%	1%	1%	23µM*	1%	5%	-13%	1%
Cc1nc2ccc(Br)cn2c1C(=O)N/N=C\c1ccc(C(C)C)cc1	0%	-29%	-1%	2%	-10%	?	-20%	-2%	15%
CCOc1ccc(C(=O)N[C@H](C(=O)Nc2ccccc2OC)C(C)C)cc1	10%	3%	5%	12%	-12%	1%	-9%	-9%	17%
CCOc1ccc(-c2c(C(=O)N/N=C/C3CCCCC3)nnn2-c2nonc2N)cc1	3%	14%	-7%	1%	12%	10%	-3%	-5%	-2%
COc1ccc(C2C(C(=O)NCc3ccco3)CCC(=O)N2c2ccc(OC)cc2)cc1 (stereo not drawn)	-2%	14%	2%	-1%	0%	-3%	5%	10%	6%

Part of the list above with just GLP-1R inv ag, KB-3-1 cytotox and SW480 rereplic.
mol,GLP-1R inv ag,KB-3-1 cytotox,SW480 rereplic
CC(C)N1CCc2c(sc(NC(=O)c3ccc(S(=O)(=O)N(C)CC4CCCO4)cc3)c2C(N)=O)C1 (stereo not drawn),-14%,8%,9%
O=C(CSc1nnc(NC(=O)c2c(F)cccc2F)s1)NC1CC1,5%,-3%,-5%
CCOc1cc(C)c(Cl)cc1S(=O)(=O)NCCOC,6%,-2%,229%

Assay outcomes from PubChem.
